Screening results as filed in PubChem.
proKLK7 act = activators of human kallikrein-7 zymogen | 370,000 tested, 0.9% active | purified proKLK7, EDANS-DABCYL substrate fluorescence; 100% is mature enzyme control, 0% vehicle | activation, % at 7 µM | P49862;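 active = activation above the mean of all tested compounds plus 3 SD, computed per campaign excluding outliers beyond control limits, cut at about 13% in these data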
Target sequence (P49862 whole entry, looked up): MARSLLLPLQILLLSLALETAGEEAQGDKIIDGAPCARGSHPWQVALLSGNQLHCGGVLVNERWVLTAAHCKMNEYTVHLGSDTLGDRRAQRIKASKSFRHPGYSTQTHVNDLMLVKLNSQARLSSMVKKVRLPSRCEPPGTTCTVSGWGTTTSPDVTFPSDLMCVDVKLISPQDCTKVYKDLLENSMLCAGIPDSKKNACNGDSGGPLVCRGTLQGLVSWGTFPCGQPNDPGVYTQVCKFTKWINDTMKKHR
Tn7 DDE FP = DD(E)-Tn7 binding inhibition, primary FP screen; 370,000 tested, 0.13% active; P02675; FP displacement of FITC-Tn7 peptide from fibrin DD(E); 0% = median of compound wells per plate; AID 720508; inhibition, % at 8.3 µM;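 active = inhibition above the mean of compounds falling within the control limits plus 3 SD of them, cut at about 14% in these data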;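 note: 0% = plate median of compound wells and 100% = 10 µM Aha-Tn7 peptide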
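Assay system: Human fibrin DD(E) protein | Medium: Tris buffer with calcium and detergent, pH 7.8 | Reagent: 0.1 µM fluorescent Tn7 | Compound dosing: Single point at 8.3 µM | Times: 10 min preincubation, 3 h with tracer, room temperature | Detection: Fluorescence polarization of the labelled Tn7 tracer | Controls: Aha-Tn7 high control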
MBD2 inh = blocks human MBD2 binding to methylated DNA; inhibition, % at 4.4 µM; TR-FRET, MBD2 binding to methylated oligonucleotide; 370,000 tested, 0.31% active; AID 686964; in the data active = inhibition above about 13%
PLCb3 inh = blocks human PLC-beta3 enzyme activity; Q01970; Purified PLC-beta3, fluorogenic substrate, fluorescence; inhibition, % at 12.2 µM; 370,000 tested, 0.18% active; AID 720704; in the data active = inhibition above about 11%;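 note: 0% = median of compound wells on plate and 100% = full blocker control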
ASAP1 inh = ASAP1 ArfGAP inhibition. ASAP1-stimulated ARF1 GTP hydrolysis, GDP FP detection. inhibition, % at 16.5 µM. 360,000 tested, 0.19% active. AID 624377; in the data active = inhibition above about 25%;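 note: 0% = vehicle with enzyme and substrate and 100% = no enzyme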
Tn6 DDE FP = DD(E)-Tn6 binding inhibition, primary FP screen | P02675 | Fibrin DD(E) TRITC-Tn6 fluorescence polarization displacement | inhibition, % at 8.3 µM | 370,000 tested, 0.21% active | AID 720509;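 active = inhibition above a per-campaign cutoff: mean of compounds within control limits plus 3 SD, cut at about 15% in these data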;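 note: 0% = median of all compound wells on the plate and 100% = blocking peptide control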
ARFGAP1 inhibitor = inhibitors of rat ARFGAP1 | Q62848 | Arfgap1-stimulated ARF1 GTP hydrolysis, GDP FP detection | inhibition, % at 16.5 µM | AID 651572 | 360,000 tested, 0.26% active;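 active = inhibition above a per-plate limit, mean inhibition of low control wells plus 3 SD, cut at about 25% in these data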;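 note: 0% = DMSO wells with enzyme and 100% = wells lacking Arfgap1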
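Assay system: purified rat His6-Arfgap1 residues 1-136 (GAP domain); Reagent: human Δ17 ARF1 bound to GTP; Dosing: 16.5 µM single point, 1.26% DMSO; Times: GTP hydrolysis reaction 2 h at 25 °C; Signal: FP, GDP Alexa 633 tracer displaced from anti-GDP antibody, 620/688 nm; Measure: % inhibition from polarization.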
UHRF1 MBD2 ctr = human UHRF1 methylated DNA binding inhibitors; Q96T88; UHRF1 binding to methylated oligo, TR-FRET; inhibition, % at 4.4 µM; 370,000 tested, 0.75% active; in the data active = inhibition above about 21%;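 note: UHRF1 SRA domain binding a hemimethylated CpG hairpin DNA probe; 0% = median of test compound wells and 100% = reference inhibitor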
Target sequence (Q96T88 whole entry, looked up, the tested form may be a part): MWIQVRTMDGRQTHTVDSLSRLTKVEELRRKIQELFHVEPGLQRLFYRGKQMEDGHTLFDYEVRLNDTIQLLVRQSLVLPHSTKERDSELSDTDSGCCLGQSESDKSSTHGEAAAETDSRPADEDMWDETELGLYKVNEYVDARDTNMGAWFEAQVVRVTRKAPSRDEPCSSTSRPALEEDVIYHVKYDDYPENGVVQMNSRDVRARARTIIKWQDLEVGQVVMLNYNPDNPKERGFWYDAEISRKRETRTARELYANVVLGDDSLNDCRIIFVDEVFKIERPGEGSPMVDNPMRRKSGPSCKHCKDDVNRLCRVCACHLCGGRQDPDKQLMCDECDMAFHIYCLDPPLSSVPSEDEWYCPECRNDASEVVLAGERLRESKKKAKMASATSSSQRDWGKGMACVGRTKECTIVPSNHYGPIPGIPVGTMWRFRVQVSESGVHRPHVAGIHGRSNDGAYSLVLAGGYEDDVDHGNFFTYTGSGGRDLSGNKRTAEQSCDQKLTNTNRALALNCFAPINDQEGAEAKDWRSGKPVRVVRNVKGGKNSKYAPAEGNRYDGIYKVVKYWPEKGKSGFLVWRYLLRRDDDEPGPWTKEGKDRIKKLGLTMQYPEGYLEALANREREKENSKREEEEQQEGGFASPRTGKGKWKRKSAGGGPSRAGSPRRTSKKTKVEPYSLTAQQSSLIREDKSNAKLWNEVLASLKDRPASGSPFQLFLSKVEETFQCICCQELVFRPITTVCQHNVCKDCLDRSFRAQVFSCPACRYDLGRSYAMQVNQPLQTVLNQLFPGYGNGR
ADAM17 inh = inhibits human ADAM17; P78536; recombinant ADAM17, EDANS/DABCYL FRET peptide cleavage; inhibition, % at 6.95 µM; 370,000 tested, 0.83% active;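 active = inhibition above the mean of compounds lying between control limits plus 3 SD, set per campaign, cut at about 8.5% in these data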;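 note: 0% = DMSO-only wells as the low control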
PLC-gamma1 inh = PLC-gamma1 (human) inhibition, primary screen | purified PLC-gamma1, fluorogenic substrate, fluorescence | inhibition, % at 12.2 µM | 370,000 tested, 0.84% active | AID 720700; in the data active = inhibition above about 9.5%
* marks the source's active call; other numbers are inactive results; i = inactive.

SMILES	proKLK7 act	Tn7 DDE FP	MBD2 inh	PLCb3 inh	ASAP1 inh	Tn6 DDE FP	ARFGAP1 inhibitor	UHRF1 MBD2 ctr	ADAM17 inh	PLC-gamma1 inh
NS(=O)(=O)c1ccc(CCNC(=O)c2ccccc2-c2ccccc2)cc1	0.2	-7	2	-1	5	-1	20	0	0	-2
CC(C)C(=O)N[C@H]1CCC2C3CC=C4C[C@@H](O)CC[C@]4(C)C3CC[C@@]21C (some centres not stated)	-0.1	1	-1	-2	7	1	-2	2	-3	-1
CCOC(=O)c1oc2cccc(OCC(O)CNC(C)C)c2c1C (configuration not stated)	11	-5	10	-130	0	-5	0	11	-68	-80
Cc1ccc2cc(N)ccc2n1	6.7	-4	-7	-301	4	5	10	-1	-8	-199
Cc1cc(=O)[nH]c(SCc2nc3ccccc3n2Cc2ccccc2)n1	-5.6	2	3	-59	0	-2	0	8	-36	-37
O=C(COc1ncnc2sccc12)Nc1ccc(F)cc1F	-0.2	4	-2	-3	5	-8	1	-1	-1	-5
CS(=O)(=O)N1CCC(C(=O)Nc2cccc([N+](=O)[O-])c2)CC1	0.4	8	-7	3	-3	3	10	-2	1	7
CN(C)CCNC(=S)NC1CCCCC1	-0.1	0	2	-1	9	-8	0	1	-2	5
CCC(=O)c1ccc(OCC(=O)Nc2cccc(S(=O)(=O)N(C)c3ccccc3)c2)cc1	-0.4	-3	-6	-4	4	-7	3	-1	3	-3
N/C(=N\OC(=O)/C=C/c1ccccc1Cl)c1cccnc1	-0.7	4	-1	-3	-1	1	-5	-4	2	0
Nc1n[nH]c(-c2ccc(F)cc2)n1	-0.6	-4	-2	2	2	-9	-3	1	3	3
C[C@@]12CCC=C[C@H]1[C@H](c1ccc3ccccc3c1Br)N(Cc1ccccc1)C2=O	0.5	-6	4	0	7	-1	-6	-2	1	1
O=C(NCCO)C(=O)c1c(-c2ccccc2)cc2ccccn12	0.0	0	3	-6	-3	-9	1	-1	-5	-1
Cc1ccc(NC(=O)NCc2cccn2C)cc1C	-0.5	-3	-3	-2	-2	3	-3	-1	5	-12
CCO[C@H]1OC(C(=O)N2CCN(C)CC2)=C[C@@H](C(C)(C)C)[C@@H]1CCCO	-0.3	3	-2	2	7	-4	-5	-2	-3	2
Cc1nc2cc(NC(=O)NC3CC3)ccc2n1C	0.2	0	1	-3	2	-3	4	1	2	7
CN(c1ccc(C(=O)NCc2cccnc2)cc1)S(C)(=O)=O	-0.8	0	3	-2	-1	-5	3	0	-4	-1
Cc1ccc(C(=O)NCCCN2CCOCC2)o1	-0.1	8	-7	1	-3	-4	4	3	0	3
Cc1nnc2ccc(N3CCN(C(=O)c4ccccc4)CC3)nn12	-0.4	2	1	-2	8	-1	9	0	0	1
CCn1nc(C)c(CNC(=O)Nc2ccc3c(c2)OCO3)c1C	0.1	2	-3	-7	8	13	8	3	-3	6
CC(Oc1cccc(Cl)c1)C(=O)Nc1ccccc1C(=O)N1CCCCC1 (configuration not stated)	0.1	7	-3	-7	3	3	0	0	-5	-2
CCCC(=O)Nc1ccc(C(=O)Nc2nnc(COC)s2)cc1	-0.8	0	4	-2	2	7	9	0	0	4
CNC(=O)CN1C(=O)NC2(CCc3ccccc32)C1=O (configuration not stated)	0.1	0	1	-1	4	-2	5	1	-4	-2
CCOc1ccc(Nc2nc(N)c([N+](=O)[O-])c(N3CCOCC3)n2)cc1	0.1	5	-3	-5	-3	3	-8	0	0	1
CN1CCN(C(=O)c2ccc3ccccc3c2)CC1	-0.1	1	-6	-2	-2	2	6	2	-8	-2
More compounds.
SMILES	proKLK7 act	Tn7 DDE FP	MBD2 inh	PLCb3 inh	ASAP1 inh	Tn6 DDE FP	ARFGAP1 inhibitor	UHRF1 MBD2 ctr	ADAM17 inh	PLC-gamma1 inh
CN(C)c1cncc(C(=O)O)c1	-1.3	-3	-1	-59	0	5	6	-1	-40	-50
CCOc1ccc(-c2cc(C(=O)Nc3cc(OC)c(OC)c(OC)c3)[nH]n2)c(C)c1	-0.8	-13	2	5	7	2	5	-3	0	-2
O=[N+]([O-])c1nccn1CCCCCCCCCCCN1CCOCC1	1.4	-2	-9	7	13	1	-6	-1	4	5
Cc1ccc(OCC(=O)O/N=C(\N)Cc2cccs2)cc1C	0.0	-1	0	-1	-2	5	9	2	3	7
Cc1ccc(S(=O)(=O)N2CCNC(=O)CC2)cc1	0.2	-1	10	-1	12	6	6	0	-4	0
COC(=O)c1oc2ccc(Br)cc2c1NC(=O)c1ccccc1	-0.4	11	-4	0	-16	2	8	0	-2	-1
Cc1nc2ccccc2c2oc(C(=O)NCCN3CCCCC3C)cc12 (configuration not stated)	0.8	0	7	0	-2	4	1	3	-3	-1
Cc1cc([N+](=O)[O-])cc([N+](=O)[O-])c1NCC(C)C	-0.6	-3	-6	3	3	-2	-1	-8	3	2
NNC(=O)COc1ccccc1[N+](=O)[O-]	0.7	-4	2	-3	10	4	-13	-5	-1	0
Cc1[nH]c2ccccc2c1/C=N/NC(=O)CNC(=O)Cc1ccccc1	0.3	-5	-1	-3	-6	-5	10	-2	1	1
Cc1cccc(OCC(O)CN2CCN(C3CCCCC3)CC2)c1 (configuration not stated)	-0.4	2	3	3	-6	1	2	1	0	0
Cc1ccc(S(=O)(=O)CCc2nc3ccccc3s2)cc1	0.4	2	-3	-2	3	-1	2	0	-4	0
Cc1ccc(S(=O)(=O)/N=C(/Sc2ccccc2C(=O)O)c2ccccc2)cc1	0.4	13	2	-8	-2	-6	7	5	-3	1
COc1ccccc1Oc1ccc(-c2cnc3ccccc3n2)cc1[N+](=O)[O-]	0.2	6	-2	-1	-7	-3	4	-4	1	-1
C=CCNCCCCOc1ccc(C)cc1[N+](=O)[O-]	0.0	0	-5	-19	-1	-5	7	2	-2	1
O=C(CN1CCN(C(=O)CNC(=O)c2ccc(-c3ccccc3)cc2)CC1)Nc1ccccc1Cl	0.6	-1	-2	-11	-10	-2	-12	-3	2	2
COC(=O)c1ccc(/C=C/c2c(-c3ccc(OC)cc3)oc3ccccc23)cc1	0.4	1	-6	-16	6	3	7	-5	-8	-11
O=C(Cn1c(=O)oc2ccccc21)Nc1ccccc1C(F)(F)F	-0.3	4	1	-9	-6	-2	-2	0	-4	3
O=[N+]([O-])c1cccc2ncccc12	0.2	1	-7	4	10	6	1	3	2	5
O=C(Oc1ccnc2cc(Cl)ccc12)N1CCOCC1	0.1	-7	-4	5	-8	-3	0	2	6	4
Cc1cccc(Cc2nnc(CCC(=O)NCc3cnc4ccccn34)o2)c1	-0.2	8	-1	-5	5	7	-5	6	-12	-4
CNc1nc(Cl)nc(Nc2ccccc2)n1	-0.4	1	1	1	-1	1	13	3	-3	-1
CC1(c2ccccc2)NC(=O)N(CC(=O)N2CCN(S(=O)(=O)c3cccs3)CC2)C1=O (configuration not stated)	-0.2	8	3	-8	0	6	5	-1	-8	-8
CC(C)(C)C(=O)Nc1ccc(C(=O)Nc2cccc(Oc3ccc(C(=O)O)c(C(=O)O)c3)c2)cc1	-0.1	-5	2	-7	-4	-1	-10	1	-4	-2
COc1ccc(-c2c(C#N)c(N)nc3c2CCc2ccccc2-3)cc1OC	-28	-2	5	i	-10	-6	-7	1	-486	i
Next section:
SMILES	proKLK7 act	Tn7 DDE FP	MBD2 inh	PLCb3 inh	ASAP1 inh	Tn6 DDE FP	ARFGAP1 inhibitor	UHRF1 MBD2 ctr	ADAM17 inh	PLC-gamma1 inh
CCn1c(=O)n(CC)c2cc(S(=O)(=O)Nc3c(C)cccc3C)ccc21	-0.2	0	1	3	-4	4	8	1	0	0
CCOC(=O)CC1CCCCN1C(=O)c1ccc2nc(CCOC)oc2c1 (configuration not stated)	-0.6	6	2	-6	0	-4	-14	0	-5	0
Cc1cccnc1NC(=O)CSc1nnc(Cc2ccccc2)o1	-0.1	-5	0	3	4	-6	-3	-1	-2	3
CCCCNC(=O)CN1C(=O)C(CC)Oc2ccc(Cl)cc21 (configuration not stated)	-0.4	-5	-6	2	-3	-6	3	1	-5	0
O=C(Cn1cnc(S(=O)(=O)N2CCCC2)c1)Nc1cccc(F)c1	0.1	-8	2	-8	-16	-2	-4	14	-3	0
CCOC(=O)CN(C(=O)CN1CCC(n2nnc3cc(C)ccc32)CC1)c1ccccc1	0.0	-1	-1	2	1	3	10	1	2	4
COc1ccc2nc(N3CCOCC3)cc(C)c2c1	1.7	-6	-4	-103	12	-4	5	1	-321	-74
Nc1nc(SCCN2C(=O)c3ccccc3C2=O)n[nH]1	-0.9	2	-1	5	-6	7	-10	-4	1	2

Arranged by value in UHRF1 MBD2 ctr (rising): three from the list above
compound,proKLK7 act,Tn7 DDE FP,MBD2 inh,PLCb3 inh,ASAP1 inh,Tn6 DDE FP,ARFGAP1 inhibitor,UHRF1 MBD2 ctr,ADAM17 inh,PLC-gamma1 inh
CCC(=O)c1ccc(OCC(=O)Nc2cccc(S(=O)(=O)N(C)c3ccccc3)c2)cc1,-0.4,-3,-6,-4,4,-7,3,-1,3,-3
Cc1nc2cc(NC(=O)NC3CC3)ccc2n1C,0.2,0,1,-3,2,-3,4,1,2,7
Cc1ccc(C(=O)NCCCN2CCOCC2)o1,-0.1,8,-7,1,-3,-4,4,3,0,3

Taken from above:
ADAM17 inh result of Nc1nc(SCCN2C(=O)c3ccccc3C2=O)n[nH]1 reads 1
PLCb3 inh result of O=C(Cn1cnc(S(=O)(=O)N2CCCC2)c1)Nc1cccc(F)c1 reads -8
MBD2 inh result of CCOC(=O)CC1CCCCN1C(=O)c1ccc2nc(CCOC)oc2c1 (configuration not stated) reads 2
Tn6 DDE FP result of CCn1c(=O)n(CC)c2cc(S(=O)(=O)Nc3c(C)cccc3C)ccc21 reads 4
proKLK7 act result of CCOC(=O)CN(C(=O)CN1CCC(n2nnc3cc(C)ccc32)CC1)c1ccccc1 reads 0.0

In a second layout: results already given.
SMILES,proKLK7 act,Tn7 DDE FP,MBD2 inh,PLCb3 inh,ASAP1 inh,Tn6 DDE FP,ARFGAP1 inhibitor,UHRF1 MBD2 ctr,ADAM17 inh,PLC-gamma1 inh
NS(=O)(=O)c1ccc(CCNC(=O)c2ccccc2-c2ccccc2)cc1,0.2,-7,2,-1,5,-1,20,0,0,-2
CC(C)C(=O)N[C@H]1CCC2C3CC=C4C[C@@H](O)CC[C@]4(C)C3CC[C@@]21C (some centres not stated),-0.1,1,-1,-2,7,1,-2,2,-3,-1
